# GSH bead fluor – compound fluoresces at 488/530 nm on GSH beads. GSH beads flow cytometry, compound fluorescence 488/530 nm; active compounds read high. fluorescence (KMESF) at 10 µM. actives 0.25% (n = 190,000). AID 1776; in the data active means fluorescence above about 89;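 further: glutathione beads carrying GST-tagged Bcl family fusion proteins plus one bare bead set; values are compound well signal with DMSO vehicle wells as background; inactives centre near 16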
# Pf gamet viab – kills late stage P. falciparum gametocytes | inhibition, % at 10.9 µM | actives 0.065% (n = 150,000) | P. falciparum stage V gametocytes, ATP luminescence, 24 h;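 active means inhibition above the mean plus 3 SD of compounds within the control limits, set per campaign, cut at about 38% in these data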;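 further: 0% = DMSO wells and 100% = medium only without gametocytes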
# ABCB1 block – inhibitors of human ABCB1 transporter, ABCG2 counter-screen. P08183. CCRF-Adr cells, JC-1 efflux, flow cytometry. inhibition, % at 6.6 µM. actives 0.067% (n = 190,000). AID 1326; in the data active means inhibition above about 40%;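 further: 0% = vehicle and 100% = reference inhibitor; higher value means more JC-1 retained so stronger ABCB1 efflux block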
# Rab2A wt mod – changes GTP binding to wildtype dog Rab2A, up or down; P61105; GTP binding activity, % at 10 µM; actives 0.19% (n = 190,000); AID 760; GST-Rab2 wt beads, Bodipy-GTP binding, flow cytometry;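 active means GTP binding activity at least 20 points away from 100%, either lowered or raised; inconclusive means signal likely due to the compound's own green fluorescence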;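 further: 0% = beads with excess unlabeled GTP and 100% = no-compound control corrected for plate trend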
# ABCG2 inh – inhibitors of human ABCG2 transporter, ABCB1 counter-screen. IgMXP3 cells, JC-1 efflux, flow cytometry. inhibition, % at 6.6 µM. actives 0.1% (n = 190,000);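 active means inhibition above 80%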;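 further: 0% = DMSO and 100% = nicardipine control wells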
# Target sequence (Q9UNQ0 whole entry, looked up): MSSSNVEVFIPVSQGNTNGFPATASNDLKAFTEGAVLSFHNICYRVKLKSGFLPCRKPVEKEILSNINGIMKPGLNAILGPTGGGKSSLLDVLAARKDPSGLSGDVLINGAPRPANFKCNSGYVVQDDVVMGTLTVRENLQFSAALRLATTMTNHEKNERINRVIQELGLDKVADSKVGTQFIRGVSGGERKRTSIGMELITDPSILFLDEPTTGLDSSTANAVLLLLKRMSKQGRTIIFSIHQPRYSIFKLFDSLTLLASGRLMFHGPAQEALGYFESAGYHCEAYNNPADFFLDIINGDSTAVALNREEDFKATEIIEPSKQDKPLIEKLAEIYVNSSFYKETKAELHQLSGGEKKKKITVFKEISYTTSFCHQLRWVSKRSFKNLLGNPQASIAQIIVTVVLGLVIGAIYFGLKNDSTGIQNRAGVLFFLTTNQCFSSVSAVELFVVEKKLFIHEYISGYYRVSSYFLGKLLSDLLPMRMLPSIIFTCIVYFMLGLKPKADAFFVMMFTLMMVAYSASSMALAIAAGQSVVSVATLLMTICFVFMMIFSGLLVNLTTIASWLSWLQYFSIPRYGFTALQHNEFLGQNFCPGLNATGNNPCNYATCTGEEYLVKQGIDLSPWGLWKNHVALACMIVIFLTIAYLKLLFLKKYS
#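 Test system: IgMXP3 cells (ABCG2) mixed with DDAO far-red-labelled CCRF-Adr cells (ABCB1). Reagent: JC-1 transporter substrate. Compound dosing: single test compound dose, 6.6 µM final. Times: 10 min compound exposure, 25 °C. Detection: flow cytometry of retained JC-1 fluorescence. Read-out basis: efflux inhibition in percent versus controls. Controls: nicardipine and DMSO wells.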
# Cdc42 wt GTP – modulators (inhibitors or activators) of GTP binding to human Cdc42 wildtype | P60953 | GST-Cdc42 beads, Bodipy-GTP binding, flow cytometry; actives lie on both sides | percent activity (GTP binding), % at 10 µM | actives 0.2% (n = 190,000);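 active means percent activity GTP binding at least 20 points away from the 100% baseline, either down as inhibitor or up as activator; inconclusive means compound flagged as likely green fluorescent from well-wide comparison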;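 further: median bead fluorescence of bound Bodipy-FL-GTP at 100 nM; 0% = excess unlabeled GTP control and 100% = no compound control; below 100% means less GTP binding so inhibitor and above means activator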
# Target sequence (P60953 whole entry, looked up): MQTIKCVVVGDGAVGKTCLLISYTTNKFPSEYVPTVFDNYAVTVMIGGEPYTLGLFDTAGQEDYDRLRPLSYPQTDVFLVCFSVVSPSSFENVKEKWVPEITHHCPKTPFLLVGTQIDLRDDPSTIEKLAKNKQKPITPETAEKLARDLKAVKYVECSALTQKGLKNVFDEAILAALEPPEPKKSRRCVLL
# Rac1 mut GTP – modulators of GTP binding to human Rac1 activated mutant; GST-Rac1 activated beads, fluorescent GTP binding, flow cytometry; actives lie on both sides; 100% means binding = to untreated wells; percent activity (GTP binding), % at 10 µM; actives 0.11% (n = 190,000); AID 764;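 active means GTP binding at least 20 percentage points away from the 100% baseline, in either direction, so actives lie on both sides; inconclusive means Compound likely fluorescent itself, or too few beads counted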
# Rab7 wt GTP bind – modulators of GTP binding to dog Rab7 wildtype GTPase | GST-Rab7 beads, fluorescent GTP binding, flow cytometry; actives lie on both sides; untreated = 100%, excess cold GTP = 0% | GTP binding activity (percent of control), % at 10 µM | actives 0.055% (n = 190,000) | AID 758;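 active means fluorescent GTP binding to Rab7 beads changed by at least 20 points from the 100% baseline, either direction, mostly lower; inconclusive means compound itself probably fluorescent, or too few beads counted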;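 further: median green fluorescence of bound Bodipy-FL-GTP per Rab7 bead population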
# Rac1 wt modul – modulators of human Rac1 wildtype GTP binding; AID 757; P63000; actives 0.27% (n = 190,000); GTP binding activity (% of control), % at 10 µM; GST-Rac1 beads, fluorescent GTP binding, flow cytometry; actives lie on both sides; 0 = cold GTP competed, 100 = untreated;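 active means GTP binding activity at least 20 points away from the 100% control level, either lower or higher; inconclusive means compound flagged as likely green fluorescent, judged across all proteins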
# Avidin fluor – avidin bead compound fluorescence profile; Avidin beads, compound fluorescence 488/530 nm, flow cytometry; active compounds read high; fluorescence (KMESF) at 10 µM; actives 0.38% (n = 220,000); in the data active means fluorescence above about 47; further: inactives centre near 10
# HRas wt GTP bind – human HRas wildtype GTP binding, change in either direction; actives 0.14% (n = 190,000); P01112; GTP binding activity, % at 10 µM; GST-Ras wt beads, Bodipy-FL-GTP binding, flow cytometry; actives lie on both sides;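 active means GTP binding activity at least 20% away from the 100% baseline, either lowered as inhibitor or raised as activator; inconclusive means flagged as likely green fluorescent, judged across all proteins in the well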;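 further: 0% = unlabeled GTP competition control and 100% = no-compound control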
# Target sequence (P01112 whole entry, looked up): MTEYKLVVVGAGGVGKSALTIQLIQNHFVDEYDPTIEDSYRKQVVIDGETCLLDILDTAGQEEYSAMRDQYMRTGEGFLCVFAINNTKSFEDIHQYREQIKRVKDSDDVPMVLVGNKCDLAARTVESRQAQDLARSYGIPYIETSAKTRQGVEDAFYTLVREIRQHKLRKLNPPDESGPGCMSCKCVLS
# Starred values were filed as active, the others as inactive; ? = inconclusive; / = no result given.
no.	SMILES	GSH bead fluor	Pf gamet viab	ABCB1 block	Rab2A wt mod	ABCG2 inh	Cdc42 wt GTP	Rac1 mut GTP	Rab7 wt GTP bind	Rac1 wt modul	Avidin fluor	HRas wt GTP bind
1	COc1ccc(CCNC(=O)CC2SC(=Nc3cc(C)cc(C)c3)NC2=O)cc1OC (stereo not given)	17	8	0.7	94	2	93	93	89	98	9	92
2	Cc1ccc(C(=O)N2CCCCC2C(=O)O)o1 (stereo not given)	17	-21	0.5	98	2	96	96	102	97	10	99
3	Cc1ccc(NC2=C(NC(=O)c3ccccc3)C(=O)c3ccccc3C2=O)cc1Cl	9	4	0.1	94	0	97	96	94	99	8	96
4	O=C(O)C1=C(C(=O)Nc2cccc(C(F)(F)F)c2)CCCC1	16	14	0.1	102	4	101	101	104	104	10	105
5	Cc1ccc(OCCC(=O)OCC(=O)Nc2cc(S(=O)(=O)N(C)C)ccc2C)cc1	11	/	0.3	98	2	98	94	94	94	19	97
6	COc1ccccc1N=c1oc2cc(O)ccc2cc1C(N)=O	17	56*	0.4	95	1	93	95	98	97	3	96
7	CN(C)C(=O)c1ccc(NC(=O)c2cc(-n3cnnc3)ccc2Cl)cc1	5	6	0.0	97	1	99	97	98	103	14	99
8	O=C(Nc1ccc2snnc2c1)N1CCSCC1	12	2	0.7	100	-1	99	100	101	102	21	103
9	O=C(NNc1ccc([N+](=O)[O-])cc1)c1ccccc1F	11	-12	0.6	98	3	98	98	98	98	10	99
10	Cc1ccc(CNC(=O)C(Cc2ccccc2)NS(=O)(=O)c2ccc3c(c2)CCC(=O)N3)cc1 (stereo not given)	19	/	-2.0	101	-2	101	100	101	107	7	103
11	CCOC(=O)c1c(C)[nH]c2c1-c1ccccc1C(=O)C2=O	6	50*	1.2	98	25	99	100	104	107	4	96
12	COc1cccc(-c2nc(CS(=O)(=O)CC(=O)N3CCc4ccccc4C3)c(C)o2)c1	22	/	0.5	102	3	102	98	103	106	7	103
13	Cc1ccc(N2C(=O)CC(Sc3nc(-c4ccccc4)c4cc(Cl)ccc4n3)C2=O)c(C)c1 (stereo not given)	11	/	-0.1	103	-4	101	100	104	104	6	101
14	Cc1ccccc1CN(c1ccc(C(=O)Nc2ccccc2C(=O)NCc2ccco2)cc1)S(C)(=O)=O	13	/	1.0	101	2	101	98	102	105	10	101
15	CN(C)CC/C=C1\c2ccccc2Sc2ccc(Cl)cc21	23	/	0.1	97	1	100	98	99	105	10	102
16	CCN1CCC2(CC1)N=C(c1ccc(F)cc1)C(=S)N2C(=O)c1ccc(C)cc1	12	-14	0.8	102	11	102	101	100	102	15	101
17	CCCCN1C(=O)CC(C(=O)O)C1c1ccc(OC)cc1 (stereo not given)	17	14	1.0	102	3	102	101	102	105	35	101
18	Cc1cccc(NC(=O)CSc2nc(-c3ccccc3)c(C#N)c(=O)[nH]2)c1C	11	/	0.8	94	2	91	89	97	93	15	96
19	O=C(Cc1c(O)c2ccccc2[nH]c1=O)NCc1ccccc1F	15	0	0.3	95	3	95	97	98	95	12	95
20	CC12CN(Cc3ccccc3)CC(C)(CN(Cc3ccccc3)C1)C2=O	20	-18	0.3	101	3	98	100	103	107	10	105
21	Cc1cc(NC(=O)c2c(Cl)c(C)nn2C)no1	18	-5	0.9	92	7	90	94	96	92	29	93
22	COC(=O)c1ccc(NC(=S)NN2CCOCC2)cc1	13	-17	0.9	99	2	95	96	104	101	12	98
23	CCOC(=O)C1=C(OCc2ccc(Cl)cc2)C2C=C(C)C=CC2N=C1 (stereo not given)	10	/	2.4	94	9	101	96	97	100	22	98
24	O=c1oc2ccccc2cc1-c1nnc(NCc2ccco2)s1	31	23	0.2	86	11	/	91	85	94	3	83
25	CCCCCC(=O)N/N=C(\C)c1ccccn1	27	-23	0.5	96	2	93	93	96	89	9	94
26	COc1ccc(S(=O)(=O)Nc2ccc(S(=O)(=O)N3CCOCC3)cc2)cc1C	18	-33	0.5	102	1	103	98	99	99	14	101
27	COC(=O)CC1SC(=O)NC1=Nc1ccc(O)cc1 (stereo not given)	16	/	-0.1	103	0	102	99	101	99	11	103
28	COc1ccc(C(=O)N=c2nc3ccccn3s2)cc1	10	/	-0.4	96	2	101	93	95	96	9	98
29	COC(=O)c1nc2cc3c(cc2c(C)c1C(=O)OC)OCO3	10	16	0.6	103	4	103	98	103	105	22	103
30	COc1ccc(CNC(=O)Nc2cc(C)ccc2C)cc1	12	7	-0.1	101	0	98	98	105	99	7	100
31	Cn1c(N)c(C(=O)COC(=O)c2ccc3c(c2)OCCO3)c(=O)n(C)c1=O	27	14	0.6	91	8	92	93	92	92	10	93
32	Cc1ccc(S(=O)(=O)N2CCN(c3c([N+](=O)[O-])cc(C(F)(F)F)cc3[N+](=O)[O-])CC2)cc1	6	/	1.9	103	4	100	102	101	104	12	102
33	Cc1ccccc1/C=N\NC(=O)c1ccc(Cn2cccn2)o1	11	/	/	103	3	104	102	102	104	5	102
34	COc1ccc(Nc2nc(NC(C)(C)C)nc(N3CCCC3)n2)c(OC)c1	43	15	0.1	100	17	102	99	102	106	6	102
35	N=C1C(c2nc3ccccc3[nH]2)=C(O)CN1c1ccccc1	37	/	0.0	99	2	103	98	98	99	5	100
36	O=C1CC(c2ccccc2)=Nc2ccc(Br)cc2N1	18	/	0.1	100	2	96	94	104	97	8	100
37	O=c1c2cc3c(=O)n(CC4CCCO4)c(=O)c3cc2c(=O)n1CC1CCCO1 (stereo not given)	31	/	0.0	103	0	103	102	103	104	14	102
38	CC(C)N=C(NS(=O)(=O)c1ccccc1)C(Cl)(Cl)Cl	18	/	-1.8	103	-8	101	102	100	105	7	102
39	CC(=O)Nc1ccc(C2=NN(c3ccccc3)C(c3cccs3)C2)cc1 (stereo not given)	17	8	0.0	95	0	99	96	95	99	10	96
40	Cc1noc(C)c1COC(=O)c1ccc(N(C)C)cc1	13	-8	-0.1	97	1	98	96	100	97	10	96
41	O=C(CSCc1ccc(F)cc1)N1CCOCC1	47	/	0.5	101	2	102	100	103	105	3	103
42	CC(=O)Nc1ccc(Oc2nc(C)cc(C)n2)cc1	13	-1	-0.9	103	3	104	99	103	102	8	101
43	O=S(=O)(c1ccccc1)c1cnc(-c2ccccc2)nc1N1CCCCC1	18	0	0.6	94	2	97	96	94	99	9	90
44	O=C(CSc1nc2ccccc2c(=O)[nH]1)Nc1ccc(S(=O)(=O)N2CCCC2)cc1	35	4	-1.3	102	-1	104	99	103	105	6	101
45	O=S(=O)(N/N=C\c1cccnc1)c1ccccc1	352*	4	0.7	?	1	?	?	?	?	7	?
46	O=C(N/N=C/c1ccc(Br)cc1)c1cc[n+](Cc2ccccc2)cc1	12	0	1.0	102	11	107	100	102	106	5	103
47	C/C(=C(\C#N)C(=O)NCc1ccccc1)N(C)C	55	/	0.0	102	0	102	97	100	102	8	101
48	CC(=O)c1cccc(N(C(=O)Cn2nnc3ccccc32)C(C(=O)NC2CCCCC2)c2cn(C)nc2C)c1 (stereo not given)	16	1	/	102	/	106	100	102	106	6	103
49	Cc1nnc2ccc(N3CCC4(CC3)OCCO4)nn12	38	-44	0.2	103	1	105	102	101	105	4	102
50	N#CC1(c2ccccc2)CCCN1C(=O)c1ccco1 (stereo not given)	33	/	0.1	99	0	100	97	101	98	7	98
51	O=[N+]([O-])c1cc(C(F)(F)F)ccc1SCC(O)CO (stereo not given)	18	25	0.3	95	3	101	93	98	97	11	95
52	COc1ccc(C2C3=C(CC(C)(C)CC3=O)Oc3ncn(CCCn4ccnc4)c(=N)c32)cc1 (stereo not given)	7	/	0.0	103	0	106	105	103	107	5	105
53	CCn1c(=O)cc(N2CCC3(CC2)OCCO3)[nH]c1=O	20	/	-0.1	106	0	105	102	104	114	5	105
54	CC(C)C(=O)NC(Nc1cccc2cccnc12)C(Cl)(Cl)Cl (stereo not given)	10	/	0.9	101	3	99	99	95	100	20	98
55	O=C(Nc1nnc(-c2ccc(F)cc2)o1)c1cc(Cl)sc1Cl	11	-17	-1.6	93	-8	90	93	96	94	13	94
56	O=C(Nc1cccnc1)Nc1cc(Cl)cc(Cl)c1	7	6	-0.1	96	3	91	92	99	91	2	94

# The results go on:
no.	SMILES	GSH bead fluor	Pf gamet viab	ABCB1 block	Rab2A wt mod	ABCG2 inh	Cdc42 wt GTP	Rac1 mut GTP	Rab7 wt GTP bind	Rac1 wt modul	Avidin fluor	HRas wt GTP bind
57	O=C(NCc1ccccc1)c1csc2c1CCCC2	13	/	1.2	99	6	97	96	106	101	6	102
58	COc1ccc(NC(=O)C2CCCN(S(=O)(=O)c3c(C)[nH]c(=O)[nH]c3=O)C2)cc1 (stereo not given)	24	/	0.4	102	0	101	98	100	102	16	102
59	COc1ccc(C2C3=C(CCCC3=O)Nc3nc(SCc4ccccc4)nn32)cc1OC (stereo not given)	24	21	0.8	95	4	97	96	92	97	11	97
60	Cc1ccc(-c2nnn(CC(=O)Nc3ccc4nn(-c5ccccc5)nc4c3)n2)o1	5	/	-0.2	102	-1	107	101	103	108	6	104
61	O=C(N=Nc1ccc(NOC(=O)c2ccccc2Br)cc1)c1ccccc1O	17	/	-1.2	95	-9	92	91	101	94	11	94
62	Cc1cccc(NC(=O)C(C)Oc2ccccc2C)n1 (stereo not given)	23	/	0.6	98	2	101	95	98	99	11	99
63	O=C(O)C1[C@H]2C(=O)N(C3CCCC3)C[C@]23C=C[C@H]1O3 (stereo not given in full)	33	/	-0.9	101	2	104	99	100	103	6	101
64	O=C(O)/C=C/C(=O)NCCc1cccc(Cl)c1	14	6	-0.4	101	-1	97	97	99	102	9	100
65	C[N+]1(CC(=O)OC2CCCCCCCCCCC2)CCCC1	13	-3	-0.2	98	-2	97	95	95	99	4	95
66	CSc1cccc(NC(=O)C2CCN(C(=O)c3ccccc3C)CC2)c1	10	6	0.4	102	6	100	100	99	104	6	101
67	COc1ccccc1NC(=O)c1nc[nH]c1C(=O)Nc1ccccc1OC	20	/	0.2	100	1	101	101	101	104	35	101
68	CCOc1ccccc1N(C(=O)c1snc(C(N)=O)c1N)C(C(=O)NCCC(C)C)c1ccco1 (stereo not given)	13	/	4.5	99	10	101	102	104	102	11	102
69	O=C1OC(N2CCN(c3ccccn3)CC2)c2ccccc21 (stereo not given)	24	-4	0.4	104	1	101	101	98	102	11	105
